AmpC no deterg: qHTS Inhibitors of AmpC Beta-Lactamase (assay without detergent); P00811; AmpC nitrocefin hydrolysis, absorbance 480 nm, 0.0001% Triton; Potency, µM (doses to about 57.1 µM), without a hit: at the highest dose activity change, negative = inhibition, actives largely listed as inhibitors; actives 0.52% (n = 330,000);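 note: potency is the fitted concentration of half-maximal effect; plate controls were no compound for no effect and no enzyme for full effect; nearly all actives have a fitted effect of over 20% in size; some results filed as inactive show a strong effect at the top dose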
Target sequence (P00811 whole entry, looked up): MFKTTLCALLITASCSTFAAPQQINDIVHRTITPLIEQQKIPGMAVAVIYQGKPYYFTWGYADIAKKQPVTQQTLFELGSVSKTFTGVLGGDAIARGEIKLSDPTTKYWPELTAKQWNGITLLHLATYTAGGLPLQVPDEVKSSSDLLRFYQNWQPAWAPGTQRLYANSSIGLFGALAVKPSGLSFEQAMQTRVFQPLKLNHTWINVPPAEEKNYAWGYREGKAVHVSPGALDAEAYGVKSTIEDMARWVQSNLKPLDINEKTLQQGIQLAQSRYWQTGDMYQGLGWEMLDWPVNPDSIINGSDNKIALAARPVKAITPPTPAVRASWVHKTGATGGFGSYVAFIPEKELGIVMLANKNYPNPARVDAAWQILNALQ
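20 mM phosphate pH 7.0 + 0.01% (detergent screen) or 0.0001% Triton X-100; 5.3 nM AmpC reagent; cpd preinc 15 min RT; nitrocefin (800 uM stock) to start; A480 q20 s × 4 min; Activity was normalised to no-enzyme and no-compound control wells.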
HCMV antiviral: qHTS Assay for inhibitors of the human cytomegalovirus (HCMV). HFF cells, HCMV-luciferase reporter, 72 h; stronger effect = lower value. activity change, negative = inhibition, % at 57.5 µM. actives 4.5% (n = 410,000). AID 1259415, 2018; in the data active = activity change below about -60%; inconclusive = no clear call, values can overlap the other calls; inactive = above about -39%
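Cell-based, HFFs, 1000 cells/well, 16 h 37C; cpds in DMSO + HCMV-luc, MOI 1 PFU/cell; 72 h 37C; OneGlo luminescence after 5 min RT; norm. to buffer vs Salinomycin 10uM.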
LmPK inh: qHTS Assay for Inhibitors of Leishmania Mexicana Pyruvate Kinase (LmPK). Q27686. purified LmPK, Kinase-Glo ATP luminescence, 1 h. Potency, µM (titrated, usually from 57.5 µM), inactives show at the highest dose activity change, negative = inhibition, hits mostly inhibitors. actives 0.37% (n = 290,000). AID 1721, 2009; note: potency is the fitted concentration of half-maximal effect
Target sequence (Q27686 whole entry, looked up): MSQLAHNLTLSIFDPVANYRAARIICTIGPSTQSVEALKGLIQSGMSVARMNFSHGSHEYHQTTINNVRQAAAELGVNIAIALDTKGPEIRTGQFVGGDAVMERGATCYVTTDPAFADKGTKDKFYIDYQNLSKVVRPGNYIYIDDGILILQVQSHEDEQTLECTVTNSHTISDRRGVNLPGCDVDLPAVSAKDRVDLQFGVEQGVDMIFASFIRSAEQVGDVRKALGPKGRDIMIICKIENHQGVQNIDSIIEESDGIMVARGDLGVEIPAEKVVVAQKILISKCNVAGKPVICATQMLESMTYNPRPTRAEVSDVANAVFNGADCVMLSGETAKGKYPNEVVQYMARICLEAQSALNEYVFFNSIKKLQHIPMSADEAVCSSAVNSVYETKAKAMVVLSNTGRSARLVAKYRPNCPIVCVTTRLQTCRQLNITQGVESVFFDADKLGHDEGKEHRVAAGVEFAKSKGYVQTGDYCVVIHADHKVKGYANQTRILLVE
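Purified LmPK (0.1 nM) converted ADP (0.1 mM) to ATP with PEP (0.5 mM) in imidazole buffer pH 7.2 with KCl and MgCl2, 1 h at room temperature. ATP was read by Kinase-Glo luminescence; data normalized to uninhibited and no-enzyme controls.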
AmpC detergent: qHTS Inhibitors of AmpC Beta-Lactamase (assay with detergent); P00811; AmpC hydrolysis of nitrocefin, absorbance 480 nm, 0.01% Triton; Potency, µM (top dose mostly 114 µM), inactives show top-dose activity change, negative = inhibition, most hits filed as inhibitors; actives 0.041% (n = 370,000);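 note: potency is the fitted concentration of half-maximal effect; 0% = no-compound wells and -100% = no-enzyme wells; nearly all actives have a fitted effect of over 25% in size; some results filed as inactive show a strong effect at the top dose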
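20 mM phosphate pH 7.0 + 0.01% (detergent screen) or 0.0001% Triton X-100; 5.3 nM AmpC reagent; cpd preinc 15 min RT; nitrocefin (800 uM stock) to start; A480 q20 s × 4 min; Activity was normalised to no-enzyme and no-compound control wells.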
AMA1-RON2 inh: qHTS for Inhibitors of AMA1-RON; Towards Development of Antimalarial Drug Lead: Primary Screen; Plasmodium falciparum AMA1 (3D7) - RON2 peptide interaction; AlphaScreen AMA1-biotinylated RON2 peptide binding; Potency, µM (titrated, usually from 58.2 µM), for the others: top-dose activity change, negative = inhibition, hits mostly inhibitors; actives 0.2% (n = 360,000); AID 720542, 2013;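 note: potency is the fitted concentration of half-maximal effect; 0% = vehicle wells and -100% = peptide control; nearly all actives have a fitted effect of over 45% in size; some results filed as inactive show a strong effect at the top dose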
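AMA1 (3D7) with his tag at 25 nM final met compounds first, then biotinylated RON2 peptide at 25 nM; detection used donor plus acceptor beads, 10 µg/mL apiece, read by AlphaScreen after 30 min at room temperature.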
HCV inh: qHTS Assay for Inhibitors of Hepatitis C Virus (HCV) | Potency, µM (doses to about 41.8 µM), without a hit: at the highest dose activity change, negative = inhibition, actives largely listed as inhibitors | actives 3.4% (n = 340,000) | AID 651820, 2012 | Huh7.5.1 HCVcc-Cre infection, luciferase reporter, 44 h; note: potency is the fitted concentration of half-maximal effect
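1,000 cells/well; 4 h culture; + compound; + HCVcc-Cre (~0.5 moi); 44 h; luciferase substrate, RT 15 min; read 15 sec.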
TbPYK inhibitor: qHTS of Trypanosoma Brucei Inhibitors. actives 0.12% (n = 410,000). TbPYK enzyme, Kinase-Glo Plus ATP luminescence, 45 min. Potency, µM (series often up to 76.8 µM), inactives show top-dose activity, negative = inhibition, actives largely listed as inhibitors; note: potency is the fitted concentration of half-maximal effect; nearly all actives have a fitted effect of over 50% in size
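Glycolytic pyruvate kinase of T. brucei was incubated with substrate, test compound and 130 uM ADP for 45 minutes at room temperature. Luminescent Kinase-Glo Plus signal was measured after 10 minutes.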
The depositor's hits bear a star; u = inconclusive; x = not tested or not shown; & = joins results of further samples; [ ] = another dose, or the depositor's remark. Unless noted, calls come from the whole dose curve; as a rule, active = well fitted curve in the direction sought with a large enough effect; inconclusive = small, poorly fitted or top-dose-only effect, or another doubt; inactive = no such curve, though single readings can be large; an effect the other way counts as inactive or inconclusive. Unless noted, % is set by controls: 0 for no effect and ±100 for the full control effect. Compounds were not picked by outcome (roughly 7.5% active in at least one column).

SMILES	AmpC no deterg	HCMV antiviral	LmPK inh	AmpC detergent	AMA1-RON2 inh	HCV inh	TbPYK inhibitor
O=C(NCc1ccc(F)cc1)c1cnc(Cl)c(Cl)c1	-18%	u	-5%	-6%	3%	1%	1%
Cc1ccc2nc(SCC(=O)c3ccc(O)cc3O)[nH]c2c1	-52%	13	5%	3%	0%	1%	-14%
Cc1ccc(NC(=O)c2sc3nc(-c4ccc(F)cc4)cn3c2C)c(C)c1	x	6	x	15%	x	x	1%
CN1CCN(NC(=O)c2ccc(Cl)c([N+](=O)[O-])c2)CC1	-12%	35	3%	u	4%	-4%	0%
COc1ccc(NC(=S)N(Cc2ccccn2)Cc2ccccc2Cl)cc1	-23%	4	-1%	-7%	12%	13%	-4%
Cc1ccc(/C=C2\SC(=S)N(CCC(=O)NNC(=O)c3ccccc3O)C2=O)cc1	-19%	u	-3%	-4%	9%	u	-1%
CC[C@]12c3[nH]c4ccc(Cl)cc4c3CCN1C(=O)[C@@H](CC(=O)NCc1ccco1)C[C@@H]2C(=O)N1CCN(C(=O)C2CC2)CC1	181%[activator]	2	x	x	1%	3%	-2%
Fc1ccc(-c2cc(C(F)(F)F)n3ncnc3n2)cc1	0%	-10	7%	0%	u	-1%	9%
N#CC1=C(N)NC(SCc2ccc(Cl)cc2)=C(C#N)C12CCCCC2	-40%	37	0%	-4%	-17%	u	-11%
O=C(COc1cccc2c1CCN(Cc1ccc(Br)cc1)C2=O)N1CCOCC1	148%[activator]	-24	0%	u	-1%	11µM*	4%
CCOC(=O)N1CCN(C(=O)COc2ccc3c(c2)C(=O)CC(C)(C)O3)CC1	-7%	-18	0%	-2%	0%	14%	2%
COCCCNC(=O)c1ccc(CS(=O)(=O)Cc2cccc(C)c2)o1	1%	-32	-7%	-10%	10%	14%	-6%
Cc1ccc(O)c(-n2nc3ccccc3n2)c1	-8%	33	u	-4%	27%	u	-12%&-14%
COc1ccc(CCNC(=O)/C(C#N)=C/c2cccc(OCc3ccccc3)c2)cc1OC	7%	28	0%	-4%	u	u	-5%
NS(=O)(=O)c1ccc(CCNC(=O)CSc2nc3ccsc3c(=O)n2CCCCC(=O)O)cc1	-38%	-28	2%	3%	-4%	9%	1%
C[C@H](CO)N1C[C@H](C)[C@@H](CN(C)C(=O)Nc2ccc(C(F)(F)F)cc2)Oc2ccc(NC(=O)C3CCCCC3)cc2C1=O	305%[activator]	14	x	x	-1%	u	0%
COc1cccc(-c2nnc(NC(=O)CCS(=O)(=O)c3ccc(F)cc3)o2)c1	x	29	x	x	146%[activator]	x	-1%
O=C(CCCc1ccccn1)c1ccc(-c2ccccc2)cc1	x	43	x	x	-7%	10%	3%
C[C@@H]1CN([C@@H](C)CO)C(=O)c2cccc(NS(C)(=O)=O)c2O[C@H]1CN(C)Cc1ccc(Oc2ccccc2)cc1	209%[activator]	-19	x	x	-5%	3%	1%
CN(C(=O)CSc1ncccn1)C1CCS(=O)(=O)C1 (stereo not drawn)	x	49	x	x	2%	13%	-4%
CC(=O)NC1CC2CCCC(C1)N2CC(=O)N1CCCc2ccccc21 (stereo not drawn)	-7%	36	7%	0%	5%	3%	3%
Cc1ccc(S(=O)(=O)N2CCCC2)cc1S(=O)(=O)N1CCCC1	-33%	46	5%	-7%	-6%	6%	-7%
CN1CCC(Oc2ccccc2Sc2ccccc2)CC1	33%	-77*	-4%	u	-28%	u	-13%
CCCN(CC(=O)Nc1ccccc1C)C(=O)C1CC(=O)N(c2ccc(CC)cc2)C1 (stereo not drawn)	118%[activator]	-7	x	-3%	7%	-3%	0%
COC(=O)Nc1ccc(SCC(=O)c2ccc(Cl)cc2)cc1	-17%	-15	-2%	-3%	6%	-20%	8%
CC(OC(=O)c1ccc(Cl)nc1)C(=O)Nc1ccc(S(=O)(=O)N2CCCC2)cc1 (stereo not drawn)	-33%	24	x	u	9%	-12%	-6%
C=CCN1C(=O)/C(=c2\sc3nc(=O)c(Cc4ccccc4)nn3c2=O)c2ccccc21	u	15	-27%	-2%	-16%	-10%	u
O=C(Nc1ccc(C(=O)O)cc1)/C(=C\c1ccc2c(c1)OCO2)NC(=O)c1ccccc1Cl	x	-7	x	x	-3%	x	8%
CCOc1ccc2nc(SCC(=O)N(CC(C)C)c3c(N)n(Cc4ccccc4)c(=O)[nH]c3=O)[nH]c2c1	19%	-21	x	u	-3%	u	-12%
CCOc1ccccc1NC(=O)Cn1c(=O)c2ccccc2n(CC)c1=O	-11%	16	8%	u	-4%	u	2%
COc1cc(NC(=O)CCCn2c(=S)[nH]c3ccccc3c2=O)cc(OC)c1OC	-36%	-6	0%	-3%	58%[activator]	-28%	-8%
COc1ccc(CNC(=O)c2cc(Nc3ccccc3C)nc3ccccc23)cc1	x	-5	x	5%	x	x	-2%
O=C(c1ccoc1)N1CCC2(CC1)Oc1ccc(Cl)cc1C(=O)C21CC(c2ccc(Cl)cc2)=NO1 (stereo not drawn)	16%	41	3%	0%	-5%	-15%	-1%
O=C(Nc1ccc(N2CCN(c3ccccc3)CC2)c(F)c1)C1CC1	-6%	31	-9%	4%	-1%	u	-1%
COc1ccccc1N1CCN(c2ccnc3cc(Cl)ccc23)CC1	134%[activator]	-63*	-2%	-5%	-19%	u	-1%
Cc1ccc2oc(C(=O)Nc3cc(C)on3)c(C)c2c1	-9%	u	x	6%	-9%	22%	0%
CC1CCCN(c2nc3ccsc3c(=O)s2)C1 (stereo not drawn)	-36%	-15	0%	u	151%[activator]	-23%	2%
CC1CCCN(C(=O)COC(=O)c2n[nH]c3ccccc23)C1 (stereo not drawn)	-12%	2	-4%	u	12%	u	-1%
OCCC1CN(Cc2cccn2-c2ccccn2)CCN1Cc1ccccc1 (stereo not drawn)	36%	-27	8%	9%	2%	15%	2%
COc1cc(OC)cc(C(=O)Nc2ccc(S(=O)(=O)N(C)C)cc2)c1	-14%	-38	1%	u	-9%	-26%	3%
C=CCc1c(C)nc2nc(SCC(=O)Nc3ccc(OCC)cc3)nn2c1C	x	-5	x	7%	x	x	1%
CCOC(=O)c1c(C)n(C)c2cc(-c3ccc(F)cc3)c(O)cc12	-20%	-21	-4%	-10%	10%[11.6 µM]	-13%	-6%
CC1CN(S(=O)(=O)c2ccc(C(=O)NCCCn3ccnc3)cc2)CC(C)O1 (stereo not drawn)	-24%	-29	5%	3%	-4%	-1%	5%
O=C(NCc1cccc(C(F)(F)F)c1)c1ccc(=O)[nH]c1	-7%	91	0%	-2%	-3%	6%	-14%
Cc1ccc(F)c(NC(=O)c2c(-c3ccccc3)noc2C)c1	-17%	20	-9%	3%	-10%	-17%	7%

The closing 6 entries of the section before are carried over, then new ones follow.
SMILES	AmpC no deterg	HCMV antiviral	LmPK inh	AmpC detergent	AMA1-RON2 inh	HCV inh	TbPYK inhibitor
COc1cc(OC)cc(C(=O)Nc2ccc(S(=O)(=O)N(C)C)cc2)c1	-14%	-38	1%	u	-9%	-26%	3%
C=CCc1c(C)nc2nc(SCC(=O)Nc3ccc(OCC)cc3)nn2c1C	x	-5	x	7%	x	x	1%
CCOC(=O)c1c(C)n(C)c2cc(-c3ccc(F)cc3)c(O)cc12	-20%	-21	-4%	-10%	10%[11.6 µM]	-13%	-6%
CC1CN(S(=O)(=O)c2ccc(C(=O)NCCCn3ccnc3)cc2)CC(C)O1 (stereo not drawn)	-24%	-29	5%	3%	-4%	-1%	5%
O=C(NCc1cccc(C(F)(F)F)c1)c1ccc(=O)[nH]c1	-7%	91	0%	-2%	-3%	6%	-14%
Cc1ccc(F)c(NC(=O)c2c(-c3ccccc3)noc2C)c1	-17%	20	-9%	3%	-10%	-17%	7%
Cc1ccc2oc(=O)n(CCCOc3ccccc3C)c2c1	1%	-17	-1%	8%	14%	-3%	5%
Cc1cc(C(F)F)n2ncc(C(=O)N3CCCCC3)c2n1	-6%	47	2%	-7%	-2%	1%	-1%
Clc1cccc(CON/C=N/c2ncnc3sccc23)c1	-27%	-29	5%	-1%	8%	u	-5%
FCCCOc1ccc(CN2CCN(c3ccccc3F)CC2)cc1	6%	-4	4%	3%	u	u	-2%
Cc1cc(C)n(-c2ccc(C(=O)OCC(=O)N3CCN(c4ccccc4)CC3)cc2)n1	87%[activator]	u	x	x	-13%	4%	3%
Cc1csc(NC(=O)c2nc3nccc(C)n3n2)n1	-9%	103	-9%	u	28%	10%	u
Cc1c(NC(=O)C(C)OC(=O)c2cc(Cl)nc(Cl)c2)c(=O)n(-c2ccccc2)n1C (stereo not drawn)	-15%	25	-6%	-23%	12%	1%	1%
CCOC(=O)c1ccc2c(c1)N(CC#N)C(=O)C(C)(C)O2	2%	15	-1%	0%	0%	0%	0%
COc1ccccc1NC(=O)N(c1c(N)n(Cc2ccccc2)c(=O)[nH]c1=O)C1CCCC1	-41%	-39	3%	u	-10%	-8%	3%

Only AMA1-RON2 inh and TbPYK inhibitor, for some of the entries so far:
SMILES	AMA1-RON2 inh	TbPYK inhibitor
Cc1csc(NC(=O)c2nc3nccc(C)n3n2)n1	28%	u
FCCCOc1ccc(CN2CCN(c3ccccc3F)CC2)cc1	u	-2%
